Efflux pump mplx = inhibitors of Candida efflux pumps in yeast, primary screen, S. cerevisiae, Nile Red, multiplex. S. cerevisiae Candida pump triplex. inhibition, % at 10 µM. actives 0.44% (n = 330,000);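 active = plate passing quality check with inhibition over a set limit, or well fluorescence over plate mean plus 4 SD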;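 note: Nile Red retained in pooled yeast measured as flow cytometry median fluorescence; 0% = buffer negative control and 100% = Enniatin B positive control; higher means more Nile Red kept so more efflux inhibition; some compounds called inactive have numbers as strong as hits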
PP1 inh = PP1-alpha phosphatase inhibitors, primary screen, counter-screen for PP5 inhibitor project, biochemical, fluorescence, OMFP substrate, single point; Serine/threonine-protein phosphatase PP1-alpha catalytic subunit (Homo sapiens), P62136; purified PP1alpha; inhibition, % at 6.7 µM; actives 0.9% (n = 320,000); AID 2235, 2010;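 active = inhibition above the mean inhibition of all tested compounds plus 3 SD, computed separately for each screening campaign, cut at about 15% in these data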
GASC-1 inh = inhibitors of GASC-1 histone demethylase, primary screen, biochemical, fluorescence, DELFIA europium; Lysine-specific demethylase 4C (Homo sapiens), Q9H3R0; GST-JMJD2C(1-420) H3K9me3 demethylation; inhibition, % at 2.35 µM; actives 0.069% (n = 330,000);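 active = more than half of a compound's replicate wells show inhibition beyond 50%, single wells judged on their own value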;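 note: signal counts dimethyl H3K9 product captured on neutravidin plate; 0% = median of DMSO wells and 100% = 0.3 times that DMSO median; strong numbers were not always called active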
PP5 inh = PP5 phosphatase inhibitors, primary screen, biochemical, fluorescence | purified PP5c, OMFP substrate fluorescence | actives 0.18% (n = 320,000) | inhibition, % at 6.7 µM | Serine/threonine-protein phosphatase 5 (Homo sapiens), P53041;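 active = inhibition above the campaign's mean inhibition across all tested compounds plus 3 SD, cut at about 9.5% in these data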;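 note: 0% = DMSO only and 100% = 100 µM cantharidin control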
LYPLA2 inh = LYPLA2 inhibitors, primary screen, counter-screen for PME1 inhibitor project, biochemical, fluorescence polarization, FP-Rh probe ABPP; inhibition, % at 5.9 µM; Acyl-protein thioesterase 2 (Homo sapiens), O95372; AID 2177, 2009; actives 0.38% (n = 320,000); recombinant LYPLA2;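 active = inhibition above the screen-wide mean plus 3 SD, limit set per campaign, cut at about 26% in these data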;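 note: 0% = LYPLA2 with DMSO and 100% = wells lacking LYPLA2 enzyme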
Target sequence (O95372 whole entry, looked up): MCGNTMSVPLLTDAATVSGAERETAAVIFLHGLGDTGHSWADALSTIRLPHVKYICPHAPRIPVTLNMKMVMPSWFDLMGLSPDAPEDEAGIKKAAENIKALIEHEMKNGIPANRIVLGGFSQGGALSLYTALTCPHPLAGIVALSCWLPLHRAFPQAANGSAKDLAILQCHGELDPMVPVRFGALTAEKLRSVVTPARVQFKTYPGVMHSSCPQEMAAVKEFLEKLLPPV
TPT1 inh = Candida albicans TPT1 enzyme inhibitors, primary screen, biochemical, fluorescence polarization; tRNA 2'-phosphotransferase TPT1 (Candida albicans SC5314); recombinant caTPT1, FP RNA substrate dephosphorylation; inhibition, % at 5 µM; actives 0.81% (n = 300,000); AID 1962, 2009;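 active = inhibition above the mean of all tested compounds plus 3 SD, set per screening campaign, cut at about 24% in these data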;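 note: plate controls were DMSO alone for no effect and ferristatin control at 100 nM for full effect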
HCV core dimer = inhibitors of HCV core protein dimerization, primary screen, biochemical, TR-FRET, high-throughput. TR-FRET GST/Flag-core106 dimerization, 1536-well. inhibition, % at 5 µM. actives 0.33% (n = 300,000). AID 1899, 2009;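 active = inhibition above the mean of all tested compounds plus 3 SD, set per screening campaign, cut at about 45% in these data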
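System – GST-tagged and Flag-tagged HCV core protein residues 1-106 · Repeats – one well for each compound · Technique – TR-FRET 671 and 617 nm emission · Doses – one concentration, 5 µM, in 0.5% DMSO · Times – 4 h, 22.5 °C incubation · Also added – Eu donor and XL665 acceptor anti-tag antibodies · Measure – percent inhibition of core106 dimerization signal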
Fh CTSL1 inh = Fasciola hepatica cathepsin L1 inhibitors, primary screen, counter-screen for PFM18AAP inhibitor project, biochemical, QFRET, fluorogenic peptide substrate | recombinant F. hepatica cathepsin L1, Z-Leu-Arg-MCA fluorescence | inhibition, % at 5.96 µM | actives 0.49% (n = 300,000) | AID 1906, 2009;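 active = inhibition above the mean of all tested compounds plus 3 SD, set per screening campaign, cut at about 17% in these data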;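 note: 0% = plate median of test compound wells and 100% = 1 µM Z-Phe-Ala-diazomethylketone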
PREPL inh = PREPL enzyme inhibitors, primary screen, biochemical, fluorescence polarization | Prolyl endopeptidase-like (Homo sapiens), Q4J6C6 | actives 0.68% (n = 320,000) | recombinant PREPL, fluorescence polarization activity-based probe | AID 2751, 2010 | inhibition, % at 5.96 µM; in the data active = inhibition above about 43%;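 note: 0% = enzyme with DMSO and 100% = wells lacking enzyme; many of its hits are not listed in these tables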
Target sequence (Q4J6C6 whole entry, looked up): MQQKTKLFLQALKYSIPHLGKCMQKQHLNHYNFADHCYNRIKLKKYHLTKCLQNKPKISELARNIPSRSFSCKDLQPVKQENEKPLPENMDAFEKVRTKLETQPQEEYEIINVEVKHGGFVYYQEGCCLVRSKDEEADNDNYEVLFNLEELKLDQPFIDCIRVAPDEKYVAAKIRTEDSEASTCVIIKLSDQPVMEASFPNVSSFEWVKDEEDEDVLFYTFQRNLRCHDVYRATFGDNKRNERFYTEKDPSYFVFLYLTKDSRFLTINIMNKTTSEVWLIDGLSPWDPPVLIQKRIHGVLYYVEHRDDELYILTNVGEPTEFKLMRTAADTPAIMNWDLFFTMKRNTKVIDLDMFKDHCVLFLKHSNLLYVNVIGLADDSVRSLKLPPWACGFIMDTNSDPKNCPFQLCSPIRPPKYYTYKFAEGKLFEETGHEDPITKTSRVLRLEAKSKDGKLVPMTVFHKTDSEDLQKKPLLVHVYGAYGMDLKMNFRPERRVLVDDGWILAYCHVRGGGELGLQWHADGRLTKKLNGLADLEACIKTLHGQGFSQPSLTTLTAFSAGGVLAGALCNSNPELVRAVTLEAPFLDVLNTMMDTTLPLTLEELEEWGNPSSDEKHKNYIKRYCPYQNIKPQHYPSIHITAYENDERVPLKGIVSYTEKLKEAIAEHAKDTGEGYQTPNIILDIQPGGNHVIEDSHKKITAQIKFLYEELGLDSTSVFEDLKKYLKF
Active calls of the source: *; / = not tested or not shown; & = joins results of further samples. Some of the compounds tested; count on the stated rates, not on these rows.

Each structure is followed by: Efflux pump mplx	PP1 inh	GASC-1 inh	PP5 inh	LYPLA2 inh	TPT1 inh	HCV core dimer	Fh CTSL1 inh	PREPL inh
- O=C(c1ccc2oc(CCc3ccccc3)nc2c1)N1CCC(O)CC1
 : -0.1	-3	-1	3.6	0	-4	3	2	-4
- COc1cc2c(cc1OC)C(C)N(CC(=O)Nc1ccc(S(=O)(=O)N3CCCC3)cc1)CC2 (stereo not given)
 : 0.1	-2	10	3.4	-8	4	6	-3	-5
- CCCc1nc2nc(C)c(NS(=O)(=O)c3ccc(Cl)cc3)c(=O)n2[nH]1
 : 0.0	-4	-13	-1.6	5	0	0	-1	-2
- COc1ccc(NC(=O)C2Cc3cccc(OC)c3O/C2=N\O)cc1 (stereo not given)
 : 0.0	-3	16	-0.9	0	1	3	6	5
- COC(=O)Cn1c(C)c(C(C)=O)c(C(C)=O)c1C
 : 0.0	-2	0	-0.3	10	-3	1	2	-3
- CN(NC(=O)c1ccco1)c1nc2ccccc2nc1C(F)(F)F
 : -0.2	-2	-12	0.4	-1	3	2	0	-1
- COc1cccc(C2C(C(C)=O)=C(O)C(=O)N2CCNCCO)c1 (stereo not given)
 : 0.0	-4	8	-0.9	-1	2	2	7	0
- Cc1cnc(C(=O)Nc2cccc3ncccc23)cn1
 : 0.0	-4	-2	-2.2	-7	-2	1	5	2
- O=C(NC1CCC(O)CC1)c1ccc(NS(=O)(=O)c2cccc([N+](=O)[O-])c2)cc1 (stereo not given)
 : 0.0	2	-5	1.5	2	/	/	/	20
- COc1ccc(N(CC(=O)N2CCCCCC2)S(=O)(=O)c2ccccc2[N+](=O)[O-])c(OC)c1
 : 0.1	1	15	-0.1	-1	-1	6	-6	1
- CN1CCC(N(C)C(=O)COc2ccccc2Cl)CC1
 : -0.2	-5	3	-2.2	3	/	/	/	16
- O=C(Cc1ccccc1)NNC1CC(=O)N(c2ccc(Br)cc2)C1=O (stereo not given)
 : 1.0	5	-9	1.3	-10	0	-1	-5	-3
- Cc1cccc(CN(C(=S)Nc2c(C)cccc2C)c2cccnc2)c1
 : 0.2	-4	13	0.9	8	1	-3	0	-1
- COc1ccc(-n2c(SCC(=O)Nc3ccccc3)nc(O)cc2=O)cc1
 : 0.0	8	3	-1.8	-18	-1	3	2	1
- CCn1c(-c2cccn(Cc3ccc(Cl)cc3Cl)c2=O)n[nH]c1=S
 : 0.1	-3	-13	4.0	-7	-2	-5	1	-3
- Cc1ccc(-c2nc3nc4ccccc4nc3n2Cc2ccco2)cc1
 : 0.2	3	6	0.7	-2	-1	31	6	5
- C=CCn1c(-c2cccn(Cc3cccc(Cl)c3)c2=O)n[nH]c1=S
 : 0.4	-1	-3	5.4	-3	3	4	0	9
- Cc1ccc(NC(=S)N/N=C/c2ccc([N+](=O)[O-])s2)cc1
 : 0.4	1	-3	1.3	9	21	6	4	27
- Cc1cc(C(=O)NCC23CC4CC(CC(C4)C2)C3)c(C)o1
 : -0.1	0	-3	0.7	-3	-5	2	-1	-3
- Cc1ccc(-c2nn3c(C)nnc3c3ccccc23)cc1S(=O)(=O)NCc1ccco1
 : -0.1	4	4	-0.2	4	-4	0	0	-4
- CC(C)C[C@H](NC(=O)Nc1cccc(Cl)c1)C(=O)O
 : 0.0	-4	-7	2.3	3	-3	4	-1	-4
- CS(=O)(=O)NN1C(=O)c2ccccc2NC1c1cc2ccccc2nc1Cl (stereo not given)
 : 0.1	0	9	-2.3	-1	-1	-1	2	0
- O=C(CN1C(=O)NC2(CCCCCCC2)C1=O)NCc1cccs1
 : -0.1	-2	8	1.3	3	-1	1	-2	-10
- c1ccc2c(-c3ccncc3)c[nH]c2c1
 : 0.2	-2	-3	2.1	-2	9	-3	3	9
- Cc1cc(C)n(/C(=C\N(C)C)C(=O)c2cccc([N+](=O)[O-])c2)n1
 : -0.2	-1	-28	2.1	2	-3	5	0	-1
- COc1ccc(NC(=O)CN2CCC(C)CC2)c([N+](=O)[O-])c1
 : -0.1	-1	-1	4.5	4	0	0	-2	24
- CS/C(N)=N/N=C/c1ccc2c(c1)OCO2
 : -0.1	-3	5	1.3	-3	-2	2	3	6
- Cc1ccsc1C(=O)NC(C)c1ccc2c(c1)OCO2 (stereo not given)
 : 0.0	-6	-5	0.7	1	1	0	-3	8
- O=C(Oc1ccc(=O)n(-c2ccccc2)n1)c1ccc(F)cc1
 : -0.1	-1	3	-2.3	5	-1	3	-1	1
- Cc1nn(CC(=O)NCc2ccccc2Cl)c(C)c1[N+](=O)[O-]
 : -0.1	-4	3	2.8	6	2	4	-1	-8
- CCc1[nH]c(C(=O)O)c(C)c1C(=O)OC
 : -0.1	-5	4	-0.8	-4	-4	2	-3	-3
- CCCOc1ccc(N2CC(C(=O)Nc3ccccc3OC)CC2=O)cc1 (stereo not given)
 : 0.1	0	-6	0.4	6	-3	-5	-2	-4
- COc1ccc2c(c1)c(C(C)=O)c(C)n2-c1ccccc1
 : 0.3	-4	-5	1.6	0	2	-2	3	11
- Cc1ccc(-n2c(SCn3nnc4ccccc4c3=O)nnc2-c2cccnc2)c(C)c1
 : -0.1	1	-16&3	1.1	-8	5	11	0	20
- CCc1cc(=O)oc2cc(C)cc(OCc3nn[nH]n3)c12
 : -0.1	2	7	1.8	7	3	1	1	9
- CC1CCc2nc(NC(=O)CN3CCN(Cc4ccc5c(c4)OCO5)CC3)sc2C1 (stereo not given)
 : 0.0	2	-5	5.5	2	-2	-3	-1	6
- COc1cc2ccccc2cc1C(=O)N(CCN(C)C)c1nc2ccc(C)cc2s1
 : 0.1	8	18	3.7	-8	-1	-7	2	-35
- COC(=O)CC(c1ccc(C(C)C)cc1)n1cccc1 (stereo not given)
 : 0.1	2	-2	1.5	4	0	-1	-3	-9
- Cc1cccc(Oc2sc(C(=O)c3ccccc3)c(N)c2C#N)c1
 : -0.1	2	-2	3.2	-8	0	-31	7	-7
- CCOC(=O)C1=C(COC(=O)c2ncc(Cl)c(Cl)c2Cl)NC(=O)NC1C (stereo not given)
 : 0.0	-1	-6	-1.3	-1	3	-1	-2	-28
- O=C(Nc1cccnc1N1CCOCC1)c1ccco1
 : 0.1	-4	-7	-0.6	-8	1	-1	8	11
- O=C(NNc1nc2c(F)cccc2s1)C1=COCCO1
 : -0.1	3	0	1.6	0	-2	-4	4	19
- Cc1cc(NC(=O)COc2cccc(Oc3ccccc3)c2)no1
 : 0.2	0	-5	3.9	8	-2	1	-4	-1
- CCCOc1ccc(N2C(=O)CC(NCc3ccc(S(N)(=O)=O)cc3)C2=O)cc1 (stereo not given)
 : -0.1	-2	-17	2.4	-10	-1	-4	-1	0
- CCCNC(=O)N1CCN(C(=O)NCCC)CC1
 : 0.1	-4	-11	1.8	-2	0	-3	0	-7
- CC(C)CNC(=O)c1cc(-c2ccc3c(c2)OCO3)on1
 : -0.1	-1	12	-1.1	2	-3	-4	2	2
- N#C/C(=C\c1c(F)cccc1Cl)C(=O)NC1CC1
 : 0.0	-3	2	-0.1	-4	0	-4	0	4
- CCOc1cc(NC(=O)C2CCCCC2)c(OCC)cc1NC(=O)c1ccco1
 : 0.0	-1	5	0.1	4	-1	-2	1	-1
- CCc1ccc(N2CN(CCc3ccccc3)CNC2=S)cc1
 : 0.1	-2	/	3.1	-2	7	1	3	-12
- COC(=O)/C=C/c1c(C)[nH]c(=O)[nH]c1=O
 : 0.0	-3	5	-4.4	2	-1	3	0	-3
- CN(Cc1nccn1C)C(=O)CC1C(=O)NCCN1CC(c1ccccc1)c1ccccc1 (stereo not given)
 : 0.2	0	5	3.5	1	-2	0	1	15
- Cc1ccc(CN2CCN(c3ncccn3)CC2)c(C)c1
 : 0.0	0	-3	3.0	3	-3	2	5	-3
- O=C(CC(=O)Nc1cccc(F)c1)Nc1cccc(F)c1
 : -0.1	-5	19	0.7	-8	-2	5	-8	-7
- Cc1ccc(NC(=O)CSc2nnc(NC(=O)C3CC3)s2)cc1
 : 0.0	-2	4	3.5	8	2	13	-2	-11
- O=C(NCCCn1ccnc1)c1ccc(Cl)cc1
 : 0.0	1	-11	-1.6	6	1	-2	0	-6
- CN(Cc1ccccc1)S(=O)(=O)c1csc(C(N)=O)c1
 : -0.1	-5	2	0.9	-2	-2	-4	1	20
- CC(C)(c1cc(Br)c(O)c(Br)c1)c1cc(Br)c(O)c(Br)c1
 : -0.2	1	15	0.1	3	/	/	/	4
- Cc1ccc(CNC(=O)C(OC(=O)c2cccs2)C(C)C)cc1 (stereo not given)
 : 0.0	0	-4	0.5	-3	1	-1	-2	-24
- CC(Sc1nc(-c2ccccc2)cc(C(F)(F)F)n1)C(=O)Nc1ccc2c(c1)OCO2 (stereo not given)
 : -0.4	2	6	0.9	2	0	-1	3	12
- CCC(C)NC(=O)C1CC(c2ccc(OC)cc2)=NO1 (stereo not given)
 : 0.0	-3	176	0.1	1	1	-4	0	0
